High-throughput results: PubChem, The Scripps Research Institute Molecular Screening Center
HTRA1 inh = inhibitors of human serine peptidase HTRA1; Q92743; recombinant HTRA1, FP-rhodamine activity-based probe, fluorescence polarization; inhibition, % at 5.96 µM; actives 0.5% (n = 340,000); AID 504803; in the data active = inhibition above about 36%;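 note: 0% = enzyme with DMSO and 100% = wells lacking enzyme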
Target sequence (Q92743 whole entry, looked up): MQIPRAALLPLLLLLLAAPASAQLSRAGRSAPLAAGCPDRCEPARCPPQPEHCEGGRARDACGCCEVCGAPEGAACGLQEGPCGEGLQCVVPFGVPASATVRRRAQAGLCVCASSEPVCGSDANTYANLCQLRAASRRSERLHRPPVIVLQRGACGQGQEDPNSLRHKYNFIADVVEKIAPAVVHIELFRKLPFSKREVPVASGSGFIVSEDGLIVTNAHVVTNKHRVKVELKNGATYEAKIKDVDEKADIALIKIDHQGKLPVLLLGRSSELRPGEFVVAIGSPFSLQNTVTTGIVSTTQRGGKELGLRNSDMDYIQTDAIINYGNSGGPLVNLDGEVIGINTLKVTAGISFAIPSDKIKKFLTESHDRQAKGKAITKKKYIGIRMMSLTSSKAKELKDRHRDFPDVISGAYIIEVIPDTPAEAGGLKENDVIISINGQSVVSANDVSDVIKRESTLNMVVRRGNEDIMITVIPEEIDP
Numbers without * were called inactive. An excerpt; the hit share may differ from the screen's.

SMILES	HTRA1 inh
CC[n+]1ccc(C)c2cc(S(=O)C(F)(F)F)ccc21 (stereo not drawn)	41.6*
Clc1cccc(CSC2=NCCCN2)c1	-8.1
O=C1CCCN1c1ccc(S(=O)(=O)NCCc2ccc(Cl)cc2)cc1	0.7
Cc1ccc(NC(=O)COc2ccccc2)cc1Cl	-12.9
COc1cc(/C=C/C(=O)NNc2c(F)c(F)cc(F)c2F)ccc1OC(F)F	-6.6
O=C(Nc1ccc2nc(-c3ccco3)c(-c3ccco3)nc2c1)NC1CC1	50.8*
CC(C)C[C@@H](CN)NC(=O)c1nc[nH]c1C(=O)N[C@@H](CC(C)C)C(=O)CNC[C@H](C)NC(=O)c1nc[nH]c1C(=O)N[C@@H](CC(C)C)C(=O)O	3.5
CNC(=O)c1c(NC(=O)c2nc3ccccc3s2)sc2c1CCC2	-2.5
CCOC(=O)c1ccc(N2C(=O)C3ON(c4ccccc4)C(c4ccco4)C3C2=O)cc1 (stereo not drawn)	-9.8
CCCCCc1ccc(OCCCC[n+]2ccccc2)c(CCCCC)c1	20.5
CCN1C(=NCC(C)C)N[C@@H](CCc2ccccc2)[C@H](C(=O)NCC(C)C)[C@H]1C	-2.1
Cc1cc(C(=O)NCc2ccc(C(=O)O)o2)c(C)o1	-1.6
C=C1C(=O)O[C@H]2[C@H]1[C@@H](O)CC(=C)[C@@H]1CC(=O)[C@@H](C)[C@H]21	-0.3
O=S(=O)(Nc1nc2ccccc2[nH]1)c1ccc2ccccc2c1	-4.1
CCOC(=O)/C=C/C(=O)Nc1cccc([N+](=O)[O-])c1	-3.7
O=C(Nc1ccc2c(c1)OCCO2)C1CCN(S(=O)(=O)c2ccc(Br)s2)CC1	-23.2
Cn1c2ccccc2c2c(C(=O)NCC3CCCO3)cn(C3CCCC3)c(=O)c21 (stereo not drawn)	-3.6
Cn1c(SCC(=O)Nc2ccc(NC(=O)c3ccccc3F)cc2)nnc1-c1ccncc1	3.7
CCc1ccc(N2CSC3=C(C#N)C(c4cccs4)CC(=O)N3C2)cc1 (stereo not drawn)	15.0
C=CCSc1nnc(NC(=O)c2nc(SCC)ncc2Cl)s1	1.5
COc1ccc2c(C)cc(SCC#N)nc2c1	-7.6
CC(C)Oc1cc(C(=O)N2CCC(N3CCCCC3)CC2)ccc1Nc1nnc(Cl)c(Nc2ccccc2S(C)(=O)=O)n1	-11.7
CCOC(=O)Cn1c(=O)oc2cc(S(=O)(=O)NC3CCCCC3)ccc21	-3.4
C#CCn1cnc2c(oc3ccccc32)c1=O	6.1
CN1CCN(c2nc(-c3ccco3)cc(C(F)(F)F)n2)CC1	4.7
Next part.
SMILES	HTRA1 inh
Cc1ccc(NC(=O)c2cc(N3C(=O)C4CC=CCC4C3=O)ccc2N2CCOCC2)cc1Cl (stereo not drawn)	-3.5
COc1cc(NC(=O)COC(=O)c2ccc(S(=O)(=O)N3CC(C)CC(C)C3)cc2)c(C)cc1[N+](=O)[O-] (stereo not drawn)	-6.2
COC(=O)C1=C(C)N(CC2CC2)C(=NCc2cccc(C(F)(F)F)c2)N[C@H]1c1ccccc1	-20.0
Cc1cc(N2C(=O)C=CC2=O)c([N+](=O)[O-])cc1C	0.2
Cc1nc(-c2ccccc2)sc1-c1nc(-c2cccnc2)ncc1S(=O)(=O)c1ccccc1	-1.0
CCCCn1c(N)c(C(=S)NC(=O)CC(C)C)c(=O)n(C)c1=O	3.7
c1cc2c3c(cccc3c1)C(N1CCCCC1)=N2	-7.1
CCN(CC)S(=O)(=O)c1ccc(S(=O)(=O)N2CCC(C(=O)NC3CCN(Cc4ccccc4)CC3)CC2)cc1	1.7
CCOC(=O)CCS(=O)(=O)c1nc(-c2ccccc2)cc(C(F)(F)F)n1	-12.6
Cc1cc(C)c(C)c(S(=O)(=O)N2CCN(c3ncnc4sc(C)c(C)c34)CC2)c1C	2.6
Cc1cccc(-n2c(N)cc(=O)nc2SCC(=O)NC2CCCCC2)c1	-4.6
O=C(Nc1ccon1)c1ccc(Br)o1	0.2
O=C(O)c1cc(Cl)c2c(c1)[C@@H]1C=CC[C@@H]1[C@H](c1ccc(S(=O)(=O)N3CCOCC3)cc1)N2	22.7
O=C(NCCc1ccccc1)c1ccc2nc(-c3ccco3)c(-c3ccco3)nc2c1	47.2*
COc1ccc(NC(=O)C2CCCN2S(=O)(=O)c2cccc3nsnc23)c(OC)c1 (stereo not drawn)	-3.4
O=C(NCCCn1ccnc1)C(=O)NCC(c1cccnc1)N1CCN(c2ccc(F)cc2)CC1 (stereo not drawn)	6.1
CCOc1cc(/C=C2/C(=O)N(c3ccccc3)N=C2C)ccc1OC(=O)c1cccs1	16.2
Nc1nn2c(C(F)(F)F)cc(=O)[nH]c2c1N=Nc1cccc(F)c1	5.6
O=C(NC1C/C=C\C(c2ccccc2)N(c2ccccc2)C(=O)C1)OCC1c2ccccc2-c2ccccc21 (stereo not drawn)	-41.7
CCOc1cc(C2Nc3cccc4cccc(c34)N2)ccc1O	37.2*
CC(=O)N1c2ccccc2C2(O)N=C(C)SC12 (stereo not drawn)	2.1
CCOC(=O)C1=C(C)NC(=O)NC1c1ccc(OC)c(Cl)c1 (stereo not drawn)	-8.4
C#CCOCCOCCOCCNc1nc(N2CCN(C(=O)CCCCCCCCCCNC(=O)[C@H]([C@@H](C)CC)n3cc(CCCCCN)nn3)CC2)nc(N2CCN(C(=O)CCCCCCCCCCNC(=O)[C@H](CO)n3cc(CCCCCN)nn3)CC2)n1	-75.7
CN1CCN(C2=C(Cl)C(=O)N(c3ccc(Cl)cc3)C2=O)CC1	-10.4
COc1ccc(-c2oc3cccnc3c2C#CCO)cc1	-10.8

In the list so far, these have an aryl methoxy group:
SMILES	HTRA1 inh
COc1cc(/C=C/C(=O)NNc2c(F)c(F)cc(F)c2F)ccc1OC(F)F	-6.6
COc1ccc2c(C)cc(SCC#N)nc2c1	-7.6
COc1cc(NC(=O)COC(=O)c2ccc(S(=O)(=O)N3CC(C)CC(C)C3)cc2)c(C)cc1[N+](=O)[O-] (stereo not drawn)	-6.2
COc1ccc(NC(=O)C2CCCN2S(=O)(=O)c2cccc3nsnc23)c(OC)c1 (stereo not drawn)	-3.4
CCOC(=O)C1=C(C)NC(=O)NC1c1ccc(OC)c(Cl)c1 (stereo not drawn)	-8.4
COc1ccc(-c2oc3cccnc3c2C#CCO)cc1	-10.8

The list goes on:
SMILES	HTRA1 inh
CCOC(=O)c1c(NC(=O)C(C)OC(=O)C2=COCCO2)sc2c1CCCC2 (stereo not drawn)	-40.9
CCOc1ccc(-c2cn[nH]c2N)cc1	-1.9
c1ccc2c(C3CCO3)cccc2c1 (stereo not drawn)	-10.0
CCOC(=O)C[n+]1c(C)sc2ccc(OC)cc21	0.4
CC1=NN(c2nc(-c3ccc(F)cc3)cs2)C(=O)C1	20.4
Cc1ccc(NC(=O)Cn2c(O)c(N=NC(=O)c3ccncc3)c3ccccc32)cc1	-0.9
Cc1ccc(/C(O)=C2/C(=O)C(=O)N(Cc3ccco3)C2c2cccs2)cc1 (stereo not drawn)	-2.8
Cc1ccc(-c2csc(NC(=O)c3ccc(-c4ccccc4)cc3)n2)o1	-49.2
Clc1ccc(-c2nc3cnccn3c2NC2CCCC2)cc1	-0.6
COc1ccc(CCn2c(C)cc(C(=O)CSc3nnc(N)s3)c2C)cc1	-14.2
Cc1ccccc1CN1C(=O)C2(OCCCO2)c2ccccc21	-12.8
N#C/C(=C\c1ccc[nH]1)S(=O)(=O)c1ccccc1	-10.8
S=c1nc(C2CCCCC2)[nH][nH]1	-8.9
O=C(NCCc1ccccc1)c1cccc(N2CCCC2=O)c1	-2.9
CCCCCCSc1cc(-c2nc3cnccn3c2NCCCC)ccc1OC	-5.6
CCCCc1ccc(NC(=O)Nc2cc(C)nn2C)cc1	2.1
Cc1ccc(NC(=O)CCN2C(=O)c3ccccc3C2=O)cc1C	-3.1
CCN(CC)c1ccc2c(C)c(CN3CCOCC3)c(=O)oc2c1	10.2
COc1ccccc1Nc1nc(N(C)c2ccccc2)nc(N)c1[N+](=O)[O-]	2.8
COc1cccc(-c2nc3c(c(SCC(=O)N4CCOCC4)n2)Cc2c(CO)cnc(C)c2O3)c1	-24.1
CC(C)NC(=O)C1CCN(C(=O)c2cc3sccc3n2Cc2ccc(F)cc2)CC1	-6.8
COc1ccc(-n2nc3c(N4CCC(C(=O)NCc5ccco5)CC4)nnc(C)c3c2C)cc1	0.3
O=C(O)C(Cc1cn[nH]n1)=NO	0.5
O=C(N/N=C/c1ccncc1)c1cc(C2CC2)nc2ccccc12	-5.0
CCOc1cccc2c1OC(c1cc(OC)c(OC)c(OC)c1)N1N=C(c3ccc(C)o3)CC21 (stereo not drawn)	-0.5

2 entries drawn at random from the list so far:
SMILES	HTRA1 inh
Cc1ccc(NC(=O)Cn2c(O)c(N=NC(=O)c3ccncc3)c3ccccc32)cc1	-0.9
COc1ccc(CCn2c(C)cc(C(=O)CSc3nnc(N)s3)c2C)cc1	-14.2

(continued)
SMILES	HTRA1 inh
CC(=O)c1sc(NC(=O)c2ccco2)nc1-c1ccccc1	-0.8
O=C1C(=O)N(c2nccs2)C(c2ccccc2)/C1=C(\O)c1ccc2c(c1)OCCO2 (stereo not drawn)	0.7
C[C@H]1COC2=C1C(=O)C(=O)c1c2ccc2c1CCCC2(C)C	24.0
O=C(O)c1ccc(-c2sc(Nc3ccccc3)n[n+]2-c2ccc(F)cc2)cc1	1.9
COC(=O)C1=C(C)N(Cc2ccccc2)C(=NCc2cc(OC)c(OC)c(OC)c2)N[C@H]1c1ccc(Br)cc1	-5.3
COc1ccc(C)cc1NC(=O)C1CCCN(S(=O)(=O)c2cccc3cccnc23)C1 (stereo not drawn)	-6.8
CC(=O)Nc1nc(C)nc(-c2ccccc2OC(C)=O)n1	2.4
Cc1cc(NC(=O)CN2C(=O)CC(c3ccco3)Sc3ccccc32)no1 (stereo not drawn)	-26.2
CC[C@@H]1C(c2cccc(Cl)c2)=NN(c2ccc(Br)cc2)[C@H]1C(=O)N1CCOC1=O	-18.4
CCN(CC)CCNC(=O)C(C)c1nn(CC)c(=O)c2ccccc12 (stereo not drawn)	8.9
COc1cccc2cc(C(=O)C3=C(O)C(=O)N(Cc4ccco4)C3c3cccnc3)oc12 (stereo not drawn)	1.3
Cc1ccc2nc(N(CCN(C)C)C(=O)c3ccc4ccccc4c3)sc2c1	-2.7
CCC(Sc1nnnn1-c1ccccc1)C(=O)NC(C)c1ccccc1 (stereo not drawn)	-0.8
CC(C)=CCC/C(C)=C/CNC(=O)C[C@H]1C[C@H](C(=O)N2CCOCC2)[C@@]2(C)c3[nH]c4cc(-c5ccco5)ccc4c3CCN2C1=O	-6.0
O=C(c1noc2c1CCCC2)N1CCN(c2ccccc2)CC1	1.7
O=C(Cn1ncn2c(cc3ccccc32)c1=O)NCCc1cccs1	-3.6
CC[C@@H](C)[C@@H]1CN([C@@H](CN2CCC[C@H]2CN2C(N)=NC[C@@H]2Cc2ccccc2)C(C)C)C(=N)N1CCCC1CCCC1	4.9
CC(C)CC[n+]1ccn(C2=C([O-])c3ccccc3C(=O)/C2=N\S(=O)(=O)c2ccccc2)c1	6.8
CCCn1c(=O)c(C(=O)Nc2ccccc2C(=O)OCC)c(O)c2ccccc21	-3.9
CCOC(=O)N1CCc2c(sc3c2C(=O)NC(c2ccccc2)N3)C1 (stereo not drawn)	-6.1
CC(C)(C)C(=O)NC(=S)NNC(=O)c1ccc(-c2ccccc2)cc1	10.1
CCCc1nn(C)c(C(=O)Nc2ccc(CC)cc2)c1Cl	-8.9
COc1ccccc1CNC(=O)c1oc2ccc(S(=O)(=O)N3CCCC3)cc2c1C	-13.1
COc1ccccc1CNC(=O)c1cc2sccc2n1C	-12.8
Cc1ccc2cc(C)c3nnc(SCC(=O)NCc4ccco4)n3c2c1	-0.5
Other compounds follow.
SMILES	HTRA1 inh
COC(=O)CCC(=O)OC1(C)C(=O)C2=CN(Cc3ccc4c(c3)OCO4)C(c3ccc(OC)cc3)=CC2=C(Br)C1=O (stereo not drawn)	29.2
CCCc1c(-c2ccc(O)cc2)nn(-c2ccc(O)cc2)c1-c1ccc(O)cc1	3.8
COc1ccc(C)cc1Nc1n[n+](-c2ccccc2)c(-c2cc([N+](=O)[O-])cc(OC)c2O)s1	-5.9
Clc1cccc(-c2ccc(C3Nc4cccc5cccc(c45)N3)o2)c1	3.1
Cc1cc(=O)[nH]c(-c2ccccc2O)n1	-3.0
CCOC(=O)c1c(C(C)(C)C)oc2ccc(O)cc12	-18.5
COc1cc(/C=C/C(=O)c2ccc(Cl)s2)cc(OC)c1O	12.3
Cc1ccc(/C=C2/SC(=O)NC2=S)o1	40.2*
Oc1ccc(CN2CCN(c3ccccc3)CC2)c2cccnc12	29.4
CCOC(=O)CCN(Cc1cccs1)S(=O)(=O)c1ccc(Cl)cc1	-11.7
CC(C)C(C(=O)O)N1C(=O)/C(=C/C=C/c2ccco2)SC1=S (stereo not drawn)	30.6
Cc1nn(-c2ccccc2)c2c1C1(C(=O)Nc3ccccc31)N1C(=N2)Sc2ccccc21 (stereo not drawn)	-36.6
O=C(Nc1cccc(C(F)(F)F)c1)c1c(O)c2ccccc2[nH]c1=O	7.2
COc1ccccc1CN1C(=O)CNC1=S	1.9
Cc1ccc(C(=O)NCCc2ccccc2)cc1N1CCCC1=O	-0.7
COc1ccccc1NC(=O)Cc1nn(C)c(=O)c2ccccc12	1.7
CCOc1ccc2nc(N3CCC(C(=O)N4CCN(c5ccccn5)CC4)CC3)sc2c1	-2.4
Nc1c(S(=O)(=O)O)cc(NC(=O)c2ccccc2)c2c1C(=O)c1ccccc1C2=O	54.5*
Cc1cc(-c2ccccc2)c2c3c(c(-c4ccccc4)n2n1)c(=O)n(C)c(=O)n3C	-9.5
N/C(=N\OC(=O)Cc1ccc(Cl)cc1)c1cccnc1	0.4
Cc1nn(-c2nc3ccccc3s2)c(C)c1Oc1ccccc1O	-39.1
CCCCN(C(=O)Cn1ncc(Cl)c(Cl)c1=O)c1c(N)n(CC(C)C)c(=O)[nH]c1=O	2.1
NC(=S)n1[nH]c(-c2ccc([N+](=O)[O-])cc2)c(N=Nc2ccc(Cl)cc2)c1=O	8.0
COc1ccc(S(=O)(=O)Nc2cc(C(=O)NC3CCCCCC3)ccc2N2CCOCC2)cc1	-14.4
C=CCOc1ccc(/C=C\c2nc(O)c([N+](=O)[O-])c(=O)[nH]2)cc1OC	0.8
